# KCNK3 block – human KCNK3 channel inhibition, primary screen; O14649; CHO-KCNK3 thallium flux, FluxOR fluorescence; stronger effect = lower value; B-score at 10 µM; 340,000 compounds, 0.84% hits;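 active = B-score under library mean minus 4 SD, starting fluorescence ratio at most library mean plus 5 SD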;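 also: more negative B-score means stronger inhibition of thallium flux through KCNK3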
# Target sequence (O14649 whole entry, looked up): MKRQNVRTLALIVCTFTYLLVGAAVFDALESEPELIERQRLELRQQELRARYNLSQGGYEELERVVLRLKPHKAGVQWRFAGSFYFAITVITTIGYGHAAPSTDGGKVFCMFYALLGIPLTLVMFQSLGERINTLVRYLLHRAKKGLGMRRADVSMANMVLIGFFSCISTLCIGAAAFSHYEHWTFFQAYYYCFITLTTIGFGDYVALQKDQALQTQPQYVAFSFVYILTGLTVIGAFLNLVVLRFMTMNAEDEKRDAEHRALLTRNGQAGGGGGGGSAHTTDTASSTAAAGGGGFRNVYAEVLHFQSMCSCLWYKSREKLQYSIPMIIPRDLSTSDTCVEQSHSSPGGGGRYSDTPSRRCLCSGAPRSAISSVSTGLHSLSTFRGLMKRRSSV
# GSK3 alpha inh – human GSK-3 alpha kinase inhibition | P49840 | ADP-Glo luminescence, 60 min | inhibition, % at 10 µM | 320,000 compounds, 0.1% hits | AID 2650;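 in the data active = inhibition above about 50%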;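 also: GST-tagged GSK-3 alpha with peptide substrate and 25 µM ATP; 0% = DMSO neutral wells and 100% = GW8510 positive control wells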
# Target sequence (P49840 whole entry, looked up): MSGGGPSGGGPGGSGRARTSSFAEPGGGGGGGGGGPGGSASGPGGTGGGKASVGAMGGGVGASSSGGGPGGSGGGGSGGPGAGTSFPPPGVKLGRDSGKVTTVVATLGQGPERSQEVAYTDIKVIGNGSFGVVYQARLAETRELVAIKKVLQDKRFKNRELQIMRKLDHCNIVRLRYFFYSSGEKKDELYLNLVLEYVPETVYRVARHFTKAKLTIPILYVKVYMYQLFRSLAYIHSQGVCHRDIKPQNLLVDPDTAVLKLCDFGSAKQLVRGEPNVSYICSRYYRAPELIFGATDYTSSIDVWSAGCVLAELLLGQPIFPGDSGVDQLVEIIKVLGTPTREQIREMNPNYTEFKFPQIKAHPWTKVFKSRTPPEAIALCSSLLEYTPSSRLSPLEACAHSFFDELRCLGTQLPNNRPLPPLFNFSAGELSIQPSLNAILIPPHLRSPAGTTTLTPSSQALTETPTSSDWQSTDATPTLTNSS
# Dyrk1A ADPGlo – blocks rat Dyrk1A kinase activity. Q63470. 310,000 compounds, 0.43% hits. ADP-Glo luminescence, NFATc1 peptide. inhibition, % at 12.5 µM; in the data active = inhibition above about 50%;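 also: plate controls were vehicle with enzyme for no effect and no enzyme for full effect; many of its hits are not listed in these tables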
# The depositor's hits bear a star; i = inactive. This is a subset, so the mix of outcomes need not match the whole.
GSK3 alpha inh	KCNK3 block	Dyrk1A ADPGlo	SMILES
-2.1	i	-0.8	COc1ccc(/C=C/C(=O)OCC(=O)c2ccccc2F)cc1
-2.4	i	-4.0	O=C(O[C@H]1[C@H](Cc2ccccc2)NS(=O)(=O)[C@H]2C[C@@H]3C=C[C@]12O3)c1ccc([N+](=O)[O-])cc1
-0.9	i	-4.1	COc1ccc(NC(=O)COC(=O)c2ccc3ccccc3n2)cc1OC
0.6	i	-2.7	CC1CC(=O)Nc2ccccc2N1C(=O)CSc1nnnn1C (stereo not given)
-5.3	i	-0.8	Cc1ccc(N(C)S(=O)(=O)c2cccc(C(=O)OCC(=O)c3c(N)n(C)c(=O)n(C)c3=O)c2)cc1
-3.2	i	6.3	COc1cc(OC)cc(-c2oc(=O)c3cc(OC)c(OC)cc3c2C#CCCO)c1
4.0	i	11.4	CCCCNC(=O)Nc1nnc(-c2ccc(OCC)cc2)o1
-4.6	i	5.8	O=C(NNC(=O)c1cc(F)c(F)cc1Cl)c1ccc(NS(=O)(=O)c2cccs2)cc1
1.8	i	2.3	Cc1ccc(NC(=O)COC(=O)C2CC3CCCC(C2)C3=O)c([N+](=O)[O-])c1 (stereo not given)
3.6	i	2.5	CC1(C2CC2)NC(=O)N(CC(=O)N2CCN(S(=O)(=O)c3ccc(F)c(F)c3)CC2)C1=O (stereo not given)
5.8	i	8.4	O=C(Nc1ccccc1)c1nc[nH]c1C(=O)NCc1ccccc1
1.1	i	-3.7	COc1ccc(C(=O)OCC(=O)NC(=O)NC2CCCC2)cc1OC
-1.1	i	-4.6	N#Cc1ccc(OC(=O)C2CCN(C3=NS(=O)(=O)c4ccccc43)CC2)cc1
-2.7	i	-1.3	C#CCOCCOCCOCCNc1nc(N2CCN(C(=O)Cn3cc(CCCN=C(N)N)nn3)CC2)nc(N2CCN(C(=O)[C@H](C)n3cc(CCCN=C(N)N)nn3)CC2)n1
-0.9	i	1.5	C[C@H](CO)N1C[C@H](C)[C@H](CN(C)Cc2ccccc2)Oc2ccc(NC(=O)Nc3ccc(F)cc3)cc2C1=O
0.8	i	-6.0	COc1ccc(-c2nn(-c3ccccc3)cc2C(=O)N2CCN(C(=O)c3ccco3)CC2)cc1
1.2	i	-1.4	COc1ccc(CCNc2oc(COc3ccccc3F)nc2C#N)cc1OC
-5.8	i	1.5	COc1ccc(NS(=O)(=O)c2ccc(C(=O)N3CCC(C)CC3)cc2)cc1
-1.4	i	8.4	Cc1cc(NC(=O)CN(C)CC(=O)Nc2ccc(Cl)cc2)no1
-1.5	i	5.6	CCCCn1c(N)c(N(CC(C)C)C(=O)c2ccc(-c3ccc(Cl)cc3)o2)c(=O)[nH]c1=O
-3.2	i	8.6	CCn1nc(C(=O)NNC(=O)C2CSC3(C)CCC(=O)N23)c2ccccc2c1=O (stereo not given)
-3.5	i	1.2	COc1ccc([N+](=O)[O-])cc1NS(=O)(=O)c1cccc(C(=O)NCCCN2CCCC2=O)c1
0.4	i	3.6	CC1(C)O[C@@H]2C[C@H]3[C@@H]4CCC5=CC(=O)CC[C@]5(C)[C@@]4(F)[C@@H](O)C[C@]3(C)[C@]2(C(=O)CCl)O1
0.8	i	2.5	COc1ccc(CNC(=O)COC(=O)c2ccc(C)c(S(=O)(=O)N3CCOCC3)c2)cc1OC
-1.9	i	4.1	O=C1C=C(c2ccc(Cl)c(C(F)(F)F)c2)C[C@@H](c2ccc3c(c2)OCO3)C1
14.9	i	4.3	Cc1ccccc1NC(=O)COC(=O)C1CC2CCCC(C1)C2=O (stereo not given)
1.5	i	7.6	CN(C)CCCNc1oc(-c2ccccc2Cl)nc1S(=O)(=O)c1ccccc1
9.5	i	22.6	CCC(CO)[n+]1c(C)cc(/C=C2\Sc3ccccc3N2Cc2ccccc2)cc1C (stereo not given)
-3.4	i	-5.8	O=S(=O)(c1ccc2c(c1)OCCO2)N1CCN(S(=O)(=O)c2ccco2)CC1
-3.0	i	6.3	COc1ccc([C@H]2CC(=O)C=C(c3ccc4c5c(cccc35)CC4)C2)cc1
0.9	i	4.6	CN(C)C(CNC(=O)c1ccc(OCc2cn3ccccc3n2)cc1)c1ccco1 (stereo not given)
-1.1	i	-2.3	Cc1cc(NC(=O)CSc2nc3ccccc3s2)no1
-5.8	i	-0.8	Cc1ccc(S(=O)(=O)N2[C@@H](c3ccccc3F)C(C(=O)O)=CC[C@H]2c2cccc(C)c2)cc1
-2.2	i	-3.6	C[C@@H]1CN([C@@H](C)CO)C(=O)c2cc(NC(=O)CCC(F)(F)F)ccc2O[C@H]1CN(C)Cc1ccc(Cl)c(Cl)c1
0.4	i	1.6	CC(C)(C)c1ccc(C(=O)NC(=O)CSc2n[nH]c(N)n2)cc1
-3.7	i	7.1	O=C(CSc1nc(-c2ccc(F)cc2)cs1)NCC1CCCO1 (stereo not given)
-0.4	i	-1.4	CCCCCCSc1ccc([C@@H]2[C@@H]3C(=O)N(CC)C(=O)[C@@H]3[C@]3(C(=O)OC)CCCCN23)cc1OC
-9.6	i	2.8	Cc1ccc(NC(=O)COC(=O)c2ccc(-n3nc(C)cc3C)cc2)c(F)c1
0.1	i	6.2	CSc1ncccc1C(=O)OCC(=O)N1CCc2ccccc21
-0.5	i	-2.8	Cc1[nH]c(SCC(=O)Nc2cc(S(C)(=O)=O)ccc2Cl)nc1Cc1ccccc1
-2.3	i	-0.7	Cc1nn(CC(=O)N2CCc3ccccc32)c(C)c1S(=O)(=O)NC(C)(C)C
-0.3	i	4.5	COc1ccccc1CN(C)C(=O)COC(=O)c1ccc(Cl)nc1
1.6	i	23.2	C=CCNC(=O)c1n[nH]c2c1CC(C(C)(C)CC)CC2 (stereo not given)
0.9	i	-5.9	COc1ccc(CN(C)CC(=O)Nc2cccc(S(=O)(=O)N(C)c3ccccc3)c2)c(OC)c1
-3.7	i	-0.3	CC1=C(C)/C(=N\OS(=O)(=O)c2ccc(C)cc2)C=CC1=O
-0.6	i	-5.4	Cc1ccccc1Cn1nc(C)c(NC(=O)c2cc3n(n2)C(C(F)F)CC(C(F)F)N3)c1C (stereo not given)
1.3	i	2.9	O=C(CSc1nnc(Cc2cc(=O)[nH]c(=O)[nH]2)n1-c1ccccc1)N1CCCc2ccccc21
2.3	i	-2.6	CCOC(=O)N1CCN(C(=O)c2ccc(S(=O)(=O)Nc3ccc(C)cc3)cc2)CC1
0.6	i	5.3	COc1cc2c(C(F)(F)F)c(-c3ccsc3)oc(=O)c2cc1OC
-3.2	i	11.0	CC(=O)N1CCN(C(=O)c2ccc(C)c(S(=O)(=O)N3CCCCC3)c2)CC1

# (further entries)
GSK3 alpha inh	KCNK3 block	Dyrk1A ADPGlo	SMILES
0.5	i	-3.1	CN(CC(=O)Nc1ccc(F)cc1)CC(=O)NC1CCCCC1
-0.3	i	-0.2	O=C(NNC(=O)c1cncc(Br)c1)c1ccncc1
-0.8	i	-0.9	Cc1ccc(S(=O)(=O)N(C)c2ccc(C(=O)N3CCC(C(N)=O)CC3)cc2)cc1
1.7	i	1.4	Cc1ccccc1CN(C)C(=O)COC(=O)c1ccc2[nH]c(C)c(C)c2c1
-2.2	i	5.8	CCC(CO)Oc1cc(NCc2ccc(C)c(C)c2)c2ncn(C(C)C)c2c1 (stereo not given)
4.5	i	-7.7	N#Cc1ccc(C2=CC(=O)C[C@H](c3ccc(Cl)cc3)C2)cc1
2.8	i	0.8	O=C(CN1C(=O)NC2(CCCCCC2)C1=O)Nc1cccc(F)c1
-5.7	i	-4.5	O=C1COc2ccc(C(=O)COC(=O)c3ccc(F)cc3Cl)cc2N1
0.2	i	1.6	Cc1csc(=O)n1CCC(=O)OCC(=O)NNC(=O)c1ccc(Br)cc1
0.4	i	9.0	COC(=O)c1cccc(-c2noc(-c3ccccc3F)n2)c1

# A few values from the results shown.
# Value for COc1ccc(-c2nn(-c3ccccc3)cc2C(=O)N2CCN(C(=O)c3ccco3)CC2)cc1 under GSK3 alpha inh: 0.8
# Value for CC(=O)N1CCN(C(=O)c2ccc(C)c(S(=O)(=O)N3CCCCC3)c2)CC1 under Dyrk1A ADPGlo: 11.0
# Value for CC(C)(C)c1ccc(C(=O)NC(=O)CSc2n[nH]c(N)n2)cc1 under GSK3 alpha inh: 0.4
# Value for CC1(C)O[C@@H]2C[C@H]3[C@@H]4CCC5=CC(=O)CC[C@]5(C)[C@@]4(F)[C@@H](O)C[C@]3(C)[C@]2(C(=O)CCl)O1 under GSK3 alpha inh: 0.4

# Looked up by structure from the list above, 2 records:
GSK3 alpha inh	KCNK3 block	Dyrk1A ADPGlo	SMILES
1.7	i	1.4	Cc1ccccc1CN(C)C(=O)COC(=O)c1ccc2[nH]c(C)c(C)c2c1
0.4	i	9.0	COC(=O)c1cccc(-c2noc(-c3ccccc3F)n2)c1

# Going on with the list.
GSK3 alpha inh	KCNK3 block	Dyrk1A ADPGlo	SMILES
0.9	i	1.3	Cc1cc(OCC(=O)OCC(=O)NCCN2C(=O)CSC2=O)ccc1Cl
1.3	i	-5.3	Cc1cccc(NC(=O)c2nc[nH]c2C(=O)N2CCN(C(=O)OC(C)(C)C)CC2)c1
-1.6	i	0.1	CC1(C)CC2CC(C)(CN2C(=O)COC(=O)c2cccc([N+](=O)[O-])c2)C1 (stereo not given)
-0.4	i	-4.1	CCN(CC)S(=O)(=O)c1cccc(C(=O)N[C@H](C(=O)NC2=NCCS2)C(C)C)c1
-0.3	i	3.6	COc1ccccc1Nc1ncc(C(=O)N2CCC(C(N)=O)CC2)c2ccccc12
1.8	i	5.1	COCCn1c(SCC(=O)Nc2ccc3c(c2)OCCO3)nnc1-c1c[nH]c2ccccc12
-1.5	i	-0.7	COc1ccc(-c2nn(Cc3ccccc3)cc2C(=O)N2CCN(c3ncccn3)CC2)cc1
-1.9	i	6.8	O=C(NC(=S)N1CCCC(O)C1)c1ccco1 (stereo not given)
0.0	i	4.5	CC(=O)Nc1ccc(NC(=O)C(C)OC(=O)c2c(C)nn(-c3ccccc3)c2Cl)cc1 (stereo not given)
-5.4	-9.26*	-1.4	Cc1ccccc1S(=O)(=O)NC(=NCc1ccc(F)cc1)c1ccccc1
-1.1	i	-8.5	O=C(Cn1cnc2ccccc2c1=O)NCC1COc2ccccc2O1 (stereo not given)
0.8	i	1.7	CN1C2Cc3c(n(C)c4ccccc34)C1CC=C2CO (stereo not given)
-5.9	i	1.3	O=C(CN1C(=O)NC2(CCOc3ccccc32)C1=O)NCc1ccc(F)cc1 (stereo not given)
0.5	i	6.0	CCC(C)(C)C1CCc2[nH]nc(C(=O)NCCNC(=O)OC(C)(C)C)c2C1 (stereo not given)
-2.4	i	-1.7	CSc1ncccc1C(=O)OCC(=O)NCCc1ccccc1
1.8	i	12.5	O=C1C=C(c2cc(Cl)cc(Cl)c2)C[C@@H](c2ccc3c(c2)OCO3)C1
-1.6	i	-6.5	NNC(=O)Cn1nc(Cc2ccccc2)n(N)c1=O
1.3	i	8.7	COc1ccc(S(=O)(=O)N2CCN(C(C)C(=O)Nc3ccc(C(C)C)cc3)CC2)cc1 (stereo not given)
0.2	i	8.5	COc1ccccc1NS(=O)(=O)c1cccc(C(=O)N/N=C(\C)c2cccnc2)c1
-0.4	i	-4.1	COc1ccc(Cl)cc1NC(=O)C(C)OC(=O)C1=NNC(=O)CC1 (stereo not given)
-0.5	i	-0.8	CC(C)c1ccc(NC(=O)COC(=O)[C@@H]2CCCN2C(=O)c2cccs2)cc1
-3.0	i	6.2	CCN1CCN(c2ccc(NC(=O)c3cc4ccccc4cc3OC)cc2C)CC1
1.5	i	0.9	C[C@@]12C(=O)Nc3ccc(Cl)cc3C(=O)N1[C@H]1c3ccccc3OC[C@@H]1[C@@H]2c1ccccc1
-1.5	i	46.0	COc1ccc2sc(-c3ccc(SC)cc3)c(/C=C/c3ccc(OC)c(OC)c3)c2c1
-1.6	i	4.1	Cc1ccc(CCN2C(=O)CCC2(C)C(=O)NC2CCCC2)cc1 (stereo not given)
-0.4	i	-2.3	CC1CCCCC1NC(=O)NC(=O)COC(=O)c1nccnc1N (stereo not given)
-1.0	-12.2*	-1.5	COc1ccc(Cl)cc1NC(=O)CN(C)C(=O)c1sc2ccccc2c1Cl
-2.5	i	0.4	O=C(CN1C(=O)C2CC=CCC2C1=O)Nc1ccc(F)cc1F (stereo not given)
-3.6	i	-9.2	COc1cc([N+](=O)[O-])ccc1NC(=O)COC(=O)C1=NN(c2ccccc2)C(=O)CC1
-0.8	i	2.3	CC[N+](CC)(CC)CCOc1ccc(/C=C/c2ccccc2)cc1
-1.6	i	-1.9	CCC(CO)N=CC1=C(O)C(C(=O)c2ccccc2)CCC1=O (stereo not given)
0.5	i	6.7	O=C(COc1ccc(Cl)cc1)NNC(=O)c1ccc(=O)[nH]c1
-3.0	i	1.2	COc1ccc(C(CNS(=O)(=O)c2cccc(F)c2)N2CCCC2)cc1 (stereo not given)
-1.2	i	-8.0	CCC1(c2ccc(F)cc2)NC(=O)N(CC(=O)Nc2ccc3c(c2)OCCO3)C1=O (stereo not given)
-1.6	i	1.4	COc1ccc(C(C)=NNC(=O)c2cccc(S(=O)(=O)N3CCCC3)c2)cc1
-2.1	i	-2.5	CCCN(C(=O)COC(=O)c1nc2nc(C)cc(C)n2n1)C1CCS(=O)(=O)C1 (stereo not given)
-3.8	i	7.4	CN(C)C1=NCCN1CCCCc1ccccc1
6.7	i	1.4	CCOC(=O)[C@H]1[C@H]2COc3cc(OC)ccc3[C@@H]2N2C(=O)c3cc(F)c(F)cc3NC(=O)[C@@]12C
-0.2	i	2.1	C=CCN(c1ccccc1OC)S(=O)(=O)c1cccc(C(=O)Nc2nnc(C3CC3)s2)c1
-1.9	i	-4.6	Cc1nc(SCc2nc3ccccc3[nH]2)c2oc3cc([N+](=O)[O-])ccc3c2n1
2.5	i	5.0	O=C(COC(=O)c1ccc2c(c1)OCCO2)NCCc1ccc(F)cc1
-3.3	i	0.2	Cc1noc(C)c1COc1ccc(C(=O)N2CCC(C)CC2)cc1
-1.4	i	6.5	COc1ccc(NC(=O)CSCC(=O)N(C)Cc2ccc(Cl)c(Cl)c2)cc1

# Compound activity: PubChem BioAssay, several laboratories
